# Bioassay records: PubChem, several laboratories
# CendR NRP1 mod: alters CendR peptide binding to human NRP-1; 360,000 compounds, 0.85% hits; O14786; AID 602438; inhibition, % at 25 µM; FAM-RPARPAR peptide binding to NRP-1, fluorescence polarization;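 active = inhibition or corrected inhibition above about 18%, plus a signal ratio from 0.5 to 1.5, limit read from the data, passing the limit was not always enough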; note: strong numbers were not always called active
# LMPTP inh: blocks human LMPTP phosphatase; P24666; recombinant LMPTP-A, OMFP fluorogenic substrate, fluorescence intensity; inhibition, % at 20 µM; 360,000 compounds, 0.22% hits; AID 651560;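 active = compounds that cut the enzyme signal by at least half of the control window in the single-dose screen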;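 note: plate controls were DMSO wells with enzyme plus substrate for no effect and substrate without enzyme for full effect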
#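 Test system: LMPTP-A phosphatase enzyme; input: 0.625 nM LMPTP-A final; reagent: OMFP substrate, 400 µM final; compound dosing: 20 µM single dose, 3% DMSO; incubation: 50 min dark incubation at room temperature; measured by: endpoint fluorescence intensity from OMFP dephosphorylation; measure: % inhibition relative to no-enzyme and uninhibited control wells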
# MsrA act: activators of bovine methionine sulfoxide reductase A; AID 602163; purified bovine MsrA, absorbance read-out; 360,000 compounds, 0.3% hits; activation, % at 10.6 µM; in the data active = activation above about 7.5%;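 note: 0% = vehicle and 100% = reference activator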
# E coli Lon inh: inhibits E. coli Lon protease. P0A9M0. purified E. coli Lon protease, fluorescence polarization. inhibition, % at 7.94 µM. 360,000 compounds, 0.42% hits; in the data active = inhibition above about 13%, passing the limit was not always enough;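 note: 0% = enzyme with probe and DMSO and 100% = no enzyme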
# Target sequence (P0A9M0 whole entry, looked up): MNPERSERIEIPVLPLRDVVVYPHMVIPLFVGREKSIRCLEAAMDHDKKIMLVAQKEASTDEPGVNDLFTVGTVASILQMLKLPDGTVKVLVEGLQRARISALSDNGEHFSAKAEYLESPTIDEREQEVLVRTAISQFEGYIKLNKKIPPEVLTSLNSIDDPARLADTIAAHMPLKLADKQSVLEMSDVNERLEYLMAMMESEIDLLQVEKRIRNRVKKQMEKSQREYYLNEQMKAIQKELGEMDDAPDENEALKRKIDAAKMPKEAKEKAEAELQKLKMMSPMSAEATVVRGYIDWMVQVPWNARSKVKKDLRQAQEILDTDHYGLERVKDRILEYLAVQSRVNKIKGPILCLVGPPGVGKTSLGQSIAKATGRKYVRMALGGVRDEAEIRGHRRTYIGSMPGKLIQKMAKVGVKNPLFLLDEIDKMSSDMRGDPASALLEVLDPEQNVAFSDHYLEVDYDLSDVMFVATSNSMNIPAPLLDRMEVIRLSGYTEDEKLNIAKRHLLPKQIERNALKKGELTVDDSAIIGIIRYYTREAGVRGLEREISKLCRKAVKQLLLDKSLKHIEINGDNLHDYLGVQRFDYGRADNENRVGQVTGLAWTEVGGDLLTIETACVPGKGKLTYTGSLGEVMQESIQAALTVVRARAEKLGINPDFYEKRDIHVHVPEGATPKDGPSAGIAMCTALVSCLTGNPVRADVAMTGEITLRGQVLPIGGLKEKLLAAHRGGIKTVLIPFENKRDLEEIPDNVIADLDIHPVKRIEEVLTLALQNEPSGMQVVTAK
# SUMO1 PPI mod: modulators of human SUMO1-mediated protein-protein interactions; 360,000 compounds, 0.33% hits; SUMO1 binding to a labelled peptide, TR-FRET, 1 h; inhibition, % at 20 µM; P63165; in the data active = inhibition above about 37%
# Target sequence (P63165 whole entry, looked up): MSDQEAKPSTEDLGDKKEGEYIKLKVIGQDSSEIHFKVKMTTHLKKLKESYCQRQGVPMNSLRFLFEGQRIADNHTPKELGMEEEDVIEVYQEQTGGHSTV
# Scp-1 inhibitor: blocks human Scp-1 phosphatase activity. Recombinant Scp1, phosphopeptide, malachite green phosphate absorbance. inhibition, % at 20 µM. 340,000 compounds, 0.88% hits. AID 493091;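 active = inhibition above about 50% at 20 µM, limit read from the data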;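 note: plate controls were DMSO wells with enzyme for no effect and wells lacking enzyme for full effect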
#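 Test system: SCP-1 catalytic domain; Buffer or medium: Acidic Tris acetate buffer with magnesium and detergent; Also added: Phosphorylated 17-residue peptide substrate; Compound: single 20 µM dose, 1% DMSO; Schedule: enzyme reaction 45 min at room temperature, colour 5 min, stabilisation 30 min; Signal: Phosphate-binding colour reagent, absorbance read at 630 nm.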
# MsrA inh: inhibitors of bovine MsrA | purified bovine MsrA, absorbance read-out | inhibition, % at 15.5 µM | 360,000 compounds, 0.75% hits; in the data active = inhibition above about 4.5%;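 note: 0% = vehicle wells with enzyme and 100% = reference inhibitor wells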
# TbMetRS inhib: blocks T. brucei methionyl-tRNA synthetase activity; 360,000 compounds, 0.4% hits; inhibition, % at 11.9 µM; AID 624268; purified T. brucei MetRS, ATP depletion, Kinase-Glo luminescence;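 active = inhibition above a per-plate cutoff of the control wells' mean inhibition plus 3 SD, cut at about 5.5% in these data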;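 note: 0% = DMSO wells median and 100% = median of wells with control inhibitor compound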
#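 Test system: purified T. brucei MetRS enzyme. Also added: ATP, methionine and E. coli bulk tRNA substrates. Compound: 11.9 µM single point. Schedule: 15 min enzyme-compound preincubation, 2 h reaction, 10 min detection, 25 °C. Signal: luciferase luminescence of residual ATP, Kinase-Glo. Evaluation: percent inhibition versus plate control medians. Controls: DMSO wells, low control.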
# STEP block: inhibitors of human striatal-enriched phosphatase STEP | recombinant STEP, OMFP fluorogenic substrate, fluorescence | inhibition, % at 20 µM | 360,000 compounds, 0.25% hits | AID 588621;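 active = inhibition at 20 µM, scaled per plate between control wells, above about 37%, limit read from the data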;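 note: 0% = DMSO with enzyme and substrate and 100% = substrate only without enzyme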
#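 System: STEP phosphatase, cell-free reaction; Buffer or medium: Bis-Tris pH 6.0 buffer with DTT, detergent; Incubation: 20 min at room temperature, dark; Measured by: fluorescence, 480/540 nm.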
# DNMT1 inh: blocks human DNA methyltransferase DNMT1. P26358. DNMT1 molecular beacon, Hinp1I cleavage, fluorescence. inhibition (reported as % activation of signal), % at 10 µM. 360,000 compounds, 0.83% hits. AID 588458; in the data active = inhibition above about 50%
# An asterisk follows results filed as active; / = no result given. This is a random part of the collection, and some 4.3% of all compounds hit somewhere here.
SMILES,CendR NRP1 mod,LMPTP inh,MsrA act,E coli Lon inh,SUMO1 PPI mod,Scp-1 inhibitor,MsrA inh,TbMetRS inhib,STEP block,DNMT1 inh
CCCCN1C(=N)N([C@@H](CCC)CN2CCC[C@H]2CN2C(N)=NC[C@@H]2Cc2ccccc2)C[C@H]1[C@H](C)CC,21,2.5,-3,7,-20,1,1.1,-0.4,0,10
CCOc1ccc(N2C(=O)C3C4C=CC([C@H]5CC45)[C@@H]3C2=O)cc1 (stereo partly specified),-7,-0.5,3,-5,4,-10,-0.6,-0.3,0,-1
CN(C(=O)c1ccc(NC(=O)Cc2ccc(NC(=O)C3CCN(C(=O)C4CCCC4)CC3)cc2)cc1)C1CC1,4,-1.4,-4,-4,-5,1,0.3,-0.5,-3,1
Cc1ccc(C(=O)N2CCN(c3ccccc3F)CC2)cc1NC1=NC2CS(=O)(=O)CC2S1 (stereo unspecified),2,-2.2,-1,-8,1,3,0.0,0.0,2,2
CCCNS(=O)(=O)c1ccc(OC)c(Cl)c1Cl,10,-1.2,1,-6,-5,0,0.1,0.7,-1,3
Cc1ccc(-c2nc(CSc3nc4ccccc4c(=O)n3C)cs2)cc1,-10,3.6,-3,-14,-6,-9,-0.9,-0.3,2,-5
C/C(=N/OC(=O)C1CC1c1ccccc1)c1ccccc1 (stereo unspecified),1,1.7,-1,1,-3,-3,0.1,-0.1,-1,0
CN1CCc2cccc3c2C1Cc1ccc(O)c(O)c1-3 (stereo unspecified),2,1.8,-3,-5,3,-12,-0.5,-0.2,0,1
COc1ccc(NC(=O)CCS(=O)(=O)c2ccc(OC)cc2)cc1,-4,-1.1,-3,2,2,-5,-0.3,0.2,-1,-1
Nc1nonc1-n1nnc(C(=O)N/N=C/c2ccc(Cl)cc2Cl)c1CN1CCCC1,2,1.4,-6,-9,2,9,-0.3,-0.7,-1,27
CC1CCCC(NC(=O)Cn2cc([N+](=O)[O-])ccc2=O)C1C (stereo unspecified),0,-1.1,-6,8,-16,-5,1.7,-0.3,1,7
CSCCC(=O)N1CCCC(N(C)CCc2ccccc2)C1 (stereo unspecified),-5,-0.3,-4,-5,16,5,0.3,-0.7,-2,1
Cn1c2ccccc2c(=O)c2ccc(F)cc21,4,-0.3,-5,5,-17,-3,-1.4,-0.1,0,32
CCCC(=O)Nc1nnc(CCc2ccccc2)s1,10,-1.7,-1,6,1,-4,1.3,0.3,-1,-3
CCOc1ccc(C2Nc3cccc4cccc(c34)N2)cc1OC,4,9.5,2,0,7,3,-0.2,-0.5,6,-22
CCOc1ccc(NC(=O)/C(C=Nc2ccccc2)=C(\C)O)cc1,2,4.0,-2,-2,6,-15,1.9,-0.8,-1,-1
Cc1ccc(S(=O)(=O)N(CCCN2CCCC2=O)Cc2cc3c(C)ccc(C)c3[nH]c2=O)cc1,-7,-0.6,-1,-4,5,-5,2.0,-0.5,0,0
CC(=O)c1cccc(NC(=O)C2=CN3CCS(=O)(=O)N=C3C=C2)c1,4,-0.8,-3,2,3,0,1.0,-0.1,-1,3
COc1ccc(-n2c(SCC(=O)NC3CCCCC3)nc3ccsc3c2=O)cc1,-1,-0.3,-2,2,11,-7,-1.0,1.0,3,1
COc1ccc(NC(=O)C(=O)NCCC2CCCCN2S(=O)(=O)c2cccs2)cc1 (stereo unspecified),11,0.8,-3,-13,2,-8,0.9,-0.4,-2,-2

# Reformatted bar-delimited: part of the list above.
mol | CendR NRP1 mod | LMPTP inh | MsrA act | E coli Lon inh | SUMO1 PPI mod | Scp-1 inhibitor | MsrA inh | TbMetRS inhib | STEP block | DNMT1 inh
CN1CCc2cccc3c2C1Cc1ccc(O)c(O)c1-3 (stereo unspecified) | 2 | 1.8 | -3 | -5 | 3 | -12 | -0.5 | -0.2 | 0 | 1
COc1ccc(NC(=O)CCS(=O)(=O)c2ccc(OC)cc2)cc1 | -4 | -1.1 | -3 | 2 | 2 | -5 | -0.3 | 0.2 | -1 | -1
Nc1nonc1-n1nnc(C(=O)N/N=C/c2ccc(Cl)cc2Cl)c1CN1CCCC1 | 2 | 1.4 | -6 | -9 | 2 | 9 | -0.3 | -0.7 | -1 | 27
CC1CCCC(NC(=O)Cn2cc([N+](=O)[O-])ccc2=O)C1C (stereo unspecified) | 0 | -1.1 | -6 | 8 | -16 | -5 | 1.7 | -0.3 | 1 | 7
CSCCC(=O)N1CCCC(N(C)CCc2ccccc2)C1 (stereo unspecified) | -5 | -0.3 | -4 | -5 | 16 | 5 | 0.3 | -0.7 | -2 | 1
Cn1c2ccccc2c(=O)c2ccc(F)cc21 | 4 | -0.3 | -5 | 5 | -17 | -3 | -1.4 | -0.1 | 0 | 32
CCCC(=O)Nc1nnc(CCc2ccccc2)s1 | 10 | -1.7 | -1 | 6 | 1 | -4 | 1.3 | 0.3 | -1 | -3
CCOc1ccc(C2Nc3cccc4cccc(c34)N2)cc1OC | 4 | 9.5 | 2 | 0 | 7 | 3 | -0.2 | -0.5 | 6 | -22
CCOc1ccc(NC(=O)/C(C=Nc2ccccc2)=C(\C)O)cc1 | 2 | 4.0 | -2 | -2 | 6 | -15 | 1.9 | -0.8 | -1 | -1
Cc1ccc(S(=O)(=O)N(CCCN2CCCC2=O)Cc2cc3c(C)ccc(C)c3[nH]c2=O)cc1 | -7 | -0.6 | -1 | -4 | 5 | -5 | 2.0 | -0.5 | 0 | 0
CC(=O)c1cccc(NC(=O)C2=CN3CCS(=O)(=O)N=C3C=C2)c1 | 4 | -0.8 | -3 | 2 | 3 | 0 | 1.0 | -0.1 | -1 | 3
COc1ccc(-n2c(SCC(=O)NC3CCCCC3)nc3ccsc3c2=O)cc1 | -1 | -0.3 | -2 | 2 | 11 | -7 | -1.0 | 1.0 | 3 | 1
COc1ccc(NC(=O)C(=O)NCCC2CCCCN2S(=O)(=O)c2cccs2)cc1 (stereo unspecified) | 11 | 0.8 | -3 | -13 | 2 | -8 | 0.9 | -0.4 | -2 | -2

# (listing goes on)
SMILES,CendR NRP1 mod,LMPTP inh,MsrA act,E coli Lon inh,SUMO1 PPI mod,Scp-1 inhibitor,MsrA inh,TbMetRS inhib,STEP block,DNMT1 inh
COC(=O)C(O)(CC(=O)Nc1cc(Cl)ccc1Cl)C(F)(F)F (stereo unspecified),-17,0.0,-1,-9,-2,7,0.2,-0.4,-1,0
N#C/C(=C\c1c[nH]c2ccccc12)C(=O)NC1CCCC1,-39,-0.5,-7,-3,-32,0,0.1,-0.4,0,-3
Cc1ccccc1NC(=O)/C(C#N)=C\c1cccnc1,-12,-1.8,-7,-13,-4,-4,-1.2,-0.7,-2,-3
CCCNC(=O)CSc1ccc(S(=O)(=O)N(C)C2CCCCC2)cn1,-1,0.8,-2,1,0,/,-1.8,0.3,-2,2
COc1ccc(NC(=O)C2(c3ccc(NC(=O)c4ccc(C)cc4)cc3)CCCC2)cc1,-10,1.3,-1,10,1,-4,0.7,-0.4,-2,28
CC(C)c1cc(CN2CCN(Cc3ccc(F)c(F)c3)C(CCO)C2)[nH]n1 (stereo unspecified),4,-1.2,-3,1,-1,-8,-0.1,0.0,0,-1
Cc1nn(Cc2ccccc2)c(C)c1NC(=O)c1noc2c1CCc1ccccc1-2,-13,2.2,1,9,5,-3,/,-0.1,2,-11
CCOC(=O)c1sc(N)c(C(N)=O)c1C,1,-0.6,-4,-4,1,-8,4.9*,0.0,2,-4
O=C(CC1C[C@H](C(=O)N2CCOCC2)[C@@]2(CCC3CCCC3)c3[nH]c4ccccc4c3CCN2C1=O)NCc1ccco1 (stereo partly specified),-3,2.0,0,2,4,-8,-0.4,-0.4,3,-1
CCC1Oc2ccc(C)cc2N(CC(=O)NCc2cccs2)C1=O (stereo unspecified),-7,-1.2,-1,2,1,-3,1.2,-0.7,2,-7
COCCN(Cc1ccccc1)C(=O)c1ccc2c(c1)NC(=O)CS2,-11,-0.6,4,-7,1,5,-0.1,0.2,1,5
CN(C)c1ccc(C(=O)Nc2cccc(S(=O)(=O)N3CCCC3)c2)cc1,-6,0.9,-1,7,33,-2,1.9,-0.4,1,-6
CC(C)C1C(=O)N(Cc2cn(CCC3OCCO3)nn2)CCS(=O)(=O)N1Cc1ccc(-c2ccc(Cl)cc2)cc1 (stereo unspecified),-6,3.5,-1,-1,2,/,-0.1,-0.2,10,-19
C/C(=N\NC(=O)Cc1c[nH]c2ccccc12)c1ccc2ccccc2c1,-4,2.4,1,4,-17,-3,0.7,0.2,2,-5
NS(=O)(=O)c1cnccc1Nc1cccc(Br)c1,4,-0.7,-3,4,3,20,-0.4,0.2,3,2
Cc1ccc(S(=O)(=O)N2[C@@H](c3ccccc3F)C(C(=O)O)=CC[C@H]2c2ccc(C(C)C)cc2)cc1,-24,0.2,0,-7,7,-14,-0.9,-0.3,3,2
CCOC(=O)C1=CNS(=O)(=O)NC1c1ccc(Br)cc1F (stereo unspecified),4,-1.8,-3,-5,2,4,-1.5,-0.2,-4,2
O=C(CSc1nc(-c2ccccc2)nc2c1Cc1ccccc1O2)Nc1ccc(C(=O)O)cc1,-91,79*,-2,-5,70*,90*,-1.4,-0.5,87*,88*
Cc1sc2nc(CN3CCOCC3)nc(N3CCN(S(=O)(=O)c4ccccc4)CC3)c2c1C,7,0.1,1,-4,10,-4,-0.7,-0.2,-1,-1
CCOC(=O)c1cccc(NC(=O)CCc2nc(-c3ccc(C)cc3)no2)c1,6,-2.7,-3,4,1,-11,-0.8,-1.1,3,-7
O[C@@H]1Cc2ccccc2O[C@H]1c1ccccc1,9,-0.5,-2,-9,0,-7,-0.3,2.3,1,5
Oc1ccc(-c2nc3ccccn3c2NCc2ccco2)cc1,-2,1.7,-11,12,1,-13,0.7,-1.7,-8,2
CCc1nn2cc(-c3ccccc3)nc2s1,-18,-0.8,-1,5,0,-2,0.2,-0.3,2,0
CC(C)CNC(CC(=O)O)c1ccccc1 (stereo unspecified),-10,-1.1,1,-2,1,-3,-1.1,-0.3,-1,-1
